Compound activity deposited in PubChem by several laboratories.
S1P4 antagonist – S1P4 receptor antagonists, primary screen, cell-based | Sphingosine 1-phosphate receptor 4 (Homo sapiens), O95977 | S1P4-expressing cells, antagonist mode, reporter read-out | inhibition, % at 4.98 µM | 220,000 compounds, 0.26% hits; in the data active means inhibition above about 29%;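 further: 0% = wells stimulated with agonist and 100% = vehicle wells without agonist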
Target sequence (O95977 whole entry, looked up): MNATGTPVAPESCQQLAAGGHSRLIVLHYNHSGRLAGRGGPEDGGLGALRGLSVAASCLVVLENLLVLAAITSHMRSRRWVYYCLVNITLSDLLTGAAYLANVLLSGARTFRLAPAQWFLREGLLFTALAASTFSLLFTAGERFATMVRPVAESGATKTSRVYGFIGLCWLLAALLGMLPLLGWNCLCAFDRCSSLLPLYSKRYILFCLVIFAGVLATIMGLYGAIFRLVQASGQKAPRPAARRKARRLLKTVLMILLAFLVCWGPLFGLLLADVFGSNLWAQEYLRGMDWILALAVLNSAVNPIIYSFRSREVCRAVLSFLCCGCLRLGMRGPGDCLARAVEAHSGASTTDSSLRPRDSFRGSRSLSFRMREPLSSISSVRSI
Ba/F3 V617F tox – reduced viability of JAK2V617F-dependent Ba/F3 cells, primary screen, JAK2V617F inhibitor project, cell-based, Ba/F3 EpoR-JAK2V617F, luminescence. ATP luminescence. 220,000 compounds, 1.1% hits. inhibition, % at 5.6 µM;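 active means inhibition above the campaign mean plus 3 SD over all tested compounds, cut at about 24% in these data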;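 further: cytokine-independent growth of Ba/F3 cells driven by EpoR plus mutant JAK2; 0% = DMSO-treated cells and 100% = JAK inhibitor I control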
TRPML3 ag – human TRPML3 channel agonists, primary screen, cell-based, HEK293 TRPML3-YFP, Fluo-8 calcium fluorescence, 3 µM; 100% = the carbachol control signal; activation, % at 3 µM; 220,000 compounds, 0.29% hits; Mucolipin-3 (Homo sapiens), Q8TDD5;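 active means activation above its plate's cutoff, the mean activation of the plate's test wells plus 3 SD, cut at about 12% in these data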;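 further: 0% = DMSO only wells and 100% = carbachol wells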
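system = HEK293 cells stably carrying human TRPML3-YFP | doses = one concentration, 3 µM nominal, 0.3% DMSO | timing = dye loading 1 h 37 °C then 30 min ambient, 125 s read | detection = Fluo-8 calcium dye fluorescence, ex 470-495, em 515-575 nm | benchmarks = high control carbachol 87 µM, low control DMSO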
BaF3 tox – parental Ba/F3 cell viability inhibition, counter-screen for JAK2V617F inhibitor project, murine pro-B, CellTiter-Glo luminescence. CellTiter-Glo ATP luminescence. inhibition, % at 5.6 µM. 220,000 compounds, 1.1% hits;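 active means inhibition above a per-campaign cutoff, the mean inhibition of all tested compounds plus 3 SD, cut at about 27% in these data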;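 further: 0% = DMSO wells and 100% = JAK Inhibitor I control wells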
S1P4 ag – S1P4 receptor agonists, primary screen, cell-based; Sphingosine 1-phosphate receptor 4 (Homo sapiens), O95977; activation, % at 4.98 µM; 220,000 compounds, 0.35% hits; S1P4-expressing cell line, agonist reporter assay; in the data active means activation above about 11%;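 further: 0% = DMSO vehicle and 100% = reference agonist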
PERK inhibitor – block of dimerizer-induced PERK translation repression, primary screen, PERK inhibitor project, CHO PERK-DD cells, SEAP luminescence, HTS | CHO PERK-DD fusion, SEAP luminescence translation reporter | inhibition, % at 5.6 µM | 220,000 compounds, 0.17% hits | AID 1416, 2008;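 active means inhibition above the mean inhibition of all tested compounds plus 3 SD, set separately per screening campaign, cut at about 2.9% in these data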;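 further: PERK kinase domain activated by AP20187 dimerizer at 100 nM; 0% = DMSO with dimerizer and 100% = rapamycin at 8.4 µM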
EP2 mod – EP2 receptor modulators, cAMP readout, primary screen, cell-based, HTRF cAMP, PGE2 stimulation; Prostaglandin E2 receptor EP2 subtype (Homo sapiens), P43116; EP2-expressing cells, cAMP HTRF FRET, PGE2 co-stimulation; induction, % at 25 µM; 260,000 compounds, 0.83% hits; AID 940, 2007;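 active means compounds whose cAMP rise, as percent of the full-agonist control response, exceeds 60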;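 further: rat C6 glioma line stably carrying human EP2 under a CMV promoter; the protocol text gives 20 µM as final concentration; 100% = response of wells given 1 µM PGE2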
Target sequence (P43116 whole entry, looked up): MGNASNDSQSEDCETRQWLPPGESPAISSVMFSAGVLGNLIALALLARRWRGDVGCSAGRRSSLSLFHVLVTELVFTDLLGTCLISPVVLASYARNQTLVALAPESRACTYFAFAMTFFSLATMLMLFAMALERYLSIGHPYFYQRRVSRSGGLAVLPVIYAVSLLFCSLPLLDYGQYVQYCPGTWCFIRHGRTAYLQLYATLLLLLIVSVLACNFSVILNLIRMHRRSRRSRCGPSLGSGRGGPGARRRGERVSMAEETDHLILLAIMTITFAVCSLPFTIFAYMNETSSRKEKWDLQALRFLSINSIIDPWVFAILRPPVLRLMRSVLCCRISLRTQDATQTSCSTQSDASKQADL
zfTRPN1 agonist – zebrafish TRPN1 channel agonists, primary screen, cell-based, HEK293, calcium fluorescence. activation, % at 3 µM. transient receptor potential cation channel N1 (TRPN1/NompC), Danio rerio. AID 1424, 2008. HEK293 zebrafish TRPN1-YFP, Fluo-8 calcium fluorescence; 100% = response to 87 µM carbachol. 220,000 compounds, 0.18% hits;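 active means activation above its plate's cutoff, the mean activation of test wells on that plate plus 3 SD, cut at about 19% in these data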;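 further: 0% = DMSO alone and 100% = 87 µM carbachol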
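Control set: carbachol 87 µM as high control, DMSO as low control; system: HEK293 stable line with zebrafish TRPN1-YFP; read-out: % activation versus carbachol response; detection: intracellular calcium fluorescence with Fluo-8; doses: single test compound dose, 3 µM nominal, 0.3% DMSO; schedule: dye 1 h 37 °C plus 30 min RT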
Calpain2 inh – inhibitors of pig calpain II, primary screen, biochemical, fluorogenic peptide substrate, 1536-well; purified calpain II, 30 min; inhibition, % at 16 µM; 220,000 compounds, 0.37% hits; AID 1236, 2008;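 active means inhibition above about 50%, limit read from the data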
Numbers without * were called inactive; i = inactive; & = joins results of further samples.

Below each SMILES: TRPML3 ag	PERK inhibitor	zfTRPN1 agonist	S1P4 ag	EP2 mod	S1P4 antagonist	BaF3 tox	Ba/F3 V617F tox	Calpain2 inh
- CSc1ncc(Cl)c(C(=O)Nc2sc3c(c2C(=O)NCc2ccco2)CCCC3)n1
  0.4	0.2	0.8	1.3	32	-14	1	-3	-10
- O=C(O)c1cccc(-n2cccc2/C=C2/NC(=O)N(c3cccc(Cl)c3)C2=O)c1
  -0.4	1.7	-0.9	0.6	1	-9	5	-3	18
- O=C(NC1(C(F)(F)F)C(=O)Nc2c1c(=O)[nH]c(=O)n2Cc1ccccc1)c1ccc(Cl)cc1 (configuration not stated)
  1.1	1.6	0.8	-1.2	33	-7	3	0	-5
- N/C(=N\OC(=O)c1cccc(Cl)c1)c1cccnc1
  0.6	-0.8	1.1	2.7	-16	-28	0	-1	0
- COCCCn1c(SCC(N)=O)nnc1-c1ccccc1
  -0.5	0.1	-0.1	1.2	21	-1	5	3	4
- COC(=O)c1ccccc1NC(=O)N1CCN(Cc2ccco2)CC1
  0.1	1.9	-0.7	-0.3	-14	7	1	-1	-14
- CCc1ccc(C(=O)/C=C/Nc2ccc(S(=O)(=O)Nc3onc(C)c3C)cc2)cc1
  0.8	0.7	-0.3	-0.4	10	-17	3	-4	-17
- O=[N+]([O-])c1ccc(/C=N/n2cnc3ccccc32)s1
  1.7	1.0	-0.2	-0.2	-50	-4	1	0	6
- CC(Sc1nnc(COc2ccc3ccccc3c2)n1C)C(=O)O (configuration not stated)
  -1.0	0.9	0.8	1.6	-1	-8	1	-5	16
- O=C(O)CC/C(=N\Nc1ccc([N+](=O)[O-])cc1S(=O)(=O)N1CCOCC1)c1cccs1
  0.2	-0.9	-1.1	1.0	0	6	-1	-3	2
- CCSc1nc(C)c(CC)c(C)c1C(N)=O
  -0.3	-0.2	-0.6	-1.9	6	7	3	-4	-2
- C=CCNC(=O)C1CC(=O)N(c2ccc(OCC(=O)Nc3ccc(Cl)c(C(F)(F)F)c3)cc2)C1 (configuration not stated)
  1.0	-1.4	2.3	-0.6	-4	-5	2	0	21
- COc1ccc(C(CCNC(C)c2ccccc2)c2ccc(F)cc2)cc1 (configuration not stated)
  1.2	-0.5	-1.1	1.8	9	1	3	3	4
- CCC(C)NC(=O)COc1ccccc1[N+](=O)[O-] (configuration not stated)
  1.2	0.6	0.6	1.4	13	-8	4	-1	6
- Cc1ccc(-c2nnn(CC(=O)NC3CCN(Cc4ccccc4)CC3)n2)cc1
  0.4	0.0	1.2	0.9	-12	-3	5	-2	2

Next entries.
Below each SMILES: TRPML3 ag	PERK inhibitor	zfTRPN1 agonist	S1P4 ag	EP2 mod	S1P4 antagonist	BaF3 tox	Ba/F3 V617F tox	Calpain2 inh
- CC(NC(=O)NNC(=O)c1ccncc1)(C(F)(F)F)C(F)(F)F
  0.9	1.0	0.7	-0.1	-6	4	0	-2	-23
- Cc1cccc(-c2noc(CCCOc3ccc(Cl)cc3Cl)n2)c1
  1.2	-0.6	0.6	0.3	-11	-5	5	6	-51
- COc1ccc(C(=O)NCc2cccnc2)cc1
  0.4	0.4	0.4	1.0	-20	-24	1	-4	18
- CCN(CC)C(=O)c1c(-c2ccccc2)oc2ccc(OC)cc12
  -1.4	-0.8	-1.7	0.9	64*	7	4	3	-56
- CCN(CC)S(=O)(=O)c1cc(C(=O)Nc2ccccc2[N+](=O)[O-])ccc1Cl
  1.3	-0.5	4.3	0.2	-35	7	2	-1	1
- CCN(CC)CCn1c(NCc2cccc(OC)c2)nc2ccccc21
  -0.8	-1.7	-1.5	1.6	27&-54	3	8	0	1
- CC(=O)Nc1ccc2c(COC(=O)[C@H](C)N3C(=O)C4CCCCC4C3=O)cc(=O)oc2c1 (some centres not stated)
  0.3	0.4	0.9	-0.8	8	17	-2	-7	-299
- COc1ccc(C(CNC(=O)c2ccc(S(=O)(=O)N(C)C)cc2)N(C)C)cc1 (configuration not stated)
  1.2	1.2	0.1	0.4	-7	-22	8	0	-15
- COc1cc(/C=C2/C(=N)N3OC(C)=CC3=NC2=O)ccc1OCCOc1ccc(C)cc1
  1.0	1.7	0.2	1.8	28	-11	-2	-3	i
- O=C(CN1CCN(S(=O)(=O)c2ccccc2[N+](=O)[O-])CC1)Nc1ccc(N2CCOCC2)cc1
  1.5	-0.1	5.8	0.7	-18	11	-5	3	-10
- Cc1oc(-c2ccccc2F)nc1CS(=O)(=O)CC(=O)N1CCN(Cc2ccccc2)CC1
  2.3	-0.2	-0.4	0.0	-2	-10	7	-4	4
- Cc1ccc(-c2cnco2)cc1
  1.3	0.1	-0.7	1.4	-1	-22	-1	3	-16
- CNC(=O)c1c[nH]n2c(=O)c(Cc3ccccc3F)c(C)nc12
  -0.4	1.2	0.3	-2.3	5	2	3	0	-49
- CC(=O)c1ccccc1Oc1nc(CN2CCOCC2)nc2scc(-c3cccs3)c12
  0.4	-1.2	-0.2	-1.0	34	-3	4	1	-53
- CN=C1S/C(=C\c2ccc(N3CCOCC3)c(F)c2)C(=O)N1C
  0.5	0.0	1.4	1.7	-15	-6	2	-1	-68

For reference, two of the compounds above:
Below each SMILES: TRPML3 ag	PERK inhibitor	zfTRPN1 agonist	S1P4 ag	EP2 mod	S1P4 antagonist	BaF3 tox	Ba/F3 V617F tox	Calpain2 inh
- CC(NC(=O)NNC(=O)c1ccncc1)(C(F)(F)F)C(F)(F)F
  0.9	1.0	0.7	-0.1	-6	4	0	-2	-23
- Cc1cccc(-c2noc(CCCOc3ccc(Cl)cc3Cl)n2)c1
  1.2	-0.6	0.6	0.3	-11	-5	5	6	-51

Carrying on.
Below each SMILES: TRPML3 ag	PERK inhibitor	zfTRPN1 agonist	S1P4 ag	EP2 mod	S1P4 antagonist	BaF3 tox	Ba/F3 V617F tox	Calpain2 inh
- Cc1cc(C)n(-c2ccc(N3CCOCC3)nn2)n1
  0.4	0.6	-0.5	2.1	30	-12	5	1	-9
- c1ccc(-n2cc(CNCCc3cscn3)c(-c3ccc4c(c3)OCO4)n2)cc1
  0.1	-0.3	-0.5	-0.3	26	-11	3	-3	9
- COc1ccc2c(c1)cc1n2CCN2CCCN=C12
  0.6	-0.5	-0.5	0.5	-14	-4	3	3	-334
- O=C(c1ccc2c3c(cccc13)CC2)C1CCCN(C(=O)c2ccc[n+]([O-])c2)C1 (configuration not stated)
  0.4	-0.7	0.5	1.1	-21	9	2	1	-122
- O=C(CSc1nnc2c(n1)[nH]c1ccccc12)Nc1ccc(S(=O)(=O)Nc2ncccn2)cc1
  1.0	-0.2	0.3	-0.6	1	1	3	3	-18
- CCc1nnc(NC(=O)CSc2nnc3c(C)cc4c(C)ccc(C)c4n23)s1
  -0.6	-0.6	-1.0	-1.5	3	-14	5	2	-12
- CCOC(=O)c1c(C)n(C)c2ccc(OC)c(NC(=O)CCN3CCSCC3)c12
  0.2	-0.4	-0.3	0.1	-12	4	2	-4	-44
- Cc1cccc(Oc2nc3c(c(=O)n(C)c(=O)n3C)n2C)c1
  0.6	0.5	-0.4	-0.3	13	-9	8	3	15
- Cc1ccc(-c2c(C)n([O-])c3c([n+]2=O)CCCCC3)o1
  -0.1	0.3	1.8	-1.9	29	2	3	-3	9
- CC(=O)Nc1c(C)ccc(CNC(=O)COc2cc(C)ccc2C)c1C
  -0.5	0.2	-2.8	2.0	15	4	6	1	19
- CS(=O)(=O)N1N=C(c2ccc(Br)cc2)CC1c1ccc2c(c1)OCO2 (configuration not stated)
  -0.1	0.0	-0.9	1.7	-18	-11	2	-2	-11
- O=C(NC1CCCCCCC1)C1c2ccccc2C(=O)N1Cc1cccs1 (configuration not stated)
  -0.5	-0.9	-1.8	0.1	2	-10	7	-3	13
- O=c1c2c3c(sc2n2cnnc2n1CCc1ccccc1)CCCC3
  0.1	0.1	1.4	1.5	-50	-5	4	-4	8
- CCOC(=O)Nc1ccc2c(COC(=O)CNS(=O)(=O)c3ccc(NC(C)=O)cc3)cc(=O)oc2c1
  0.0	0.0	-1.1	-2.9	0	4	0	4	-350
- Cc1ccc(CNS(=O)(=O)c2ccc3oc(C(=O)O)c(C)c3c2)cc1
  0.3	2.1	1.7	0.4	-20	-15	4	-2	-16

(cont.)
Below each SMILES: TRPML3 ag	PERK inhibitor	zfTRPN1 agonist	S1P4 ag	EP2 mod	S1P4 antagonist	BaF3 tox	Ba/F3 V617F tox	Calpain2 inh
- COC(=O)C(Cc1ccc(OC(=O)c2ccc(C)cc2)cc1)N1Cc2ccccc2C1=O (configuration not stated)
  1.0	0.7	2.2	-0.5	26	-9	12	-1	36
- O=C1NC(=O)/C(=C/c2ccc(OS(=O)(=O)c3ccc(F)cc3F)cc2)N1
  -0.1	0.4	1.6	-0.1	-43	-7	13	14	15
- CCS(=O)(=O)c1ccc2c(c1)N(S(=O)(=O)c1ccc(Cl)cc1)CC(C(=O)O)O2 (configuration not stated)
  0.8	0.9	-0.2	3.5	-1	1	10	4	-17
- NC(=O)C1(c2ccccc2)CCOCC1
  0.4	0.3	0.5	3.1	-1	3	-1	-5	1
- O=C(CSc1nnc(-c2ccco2)o1)c1ccc(F)c(F)c1
  0.3	1.3	-1.9	0.2	6	-8	2	-5	21
- CCCn1c(SCC(=O)NCCc2ccccc2)nnc1-c1ccccn1
  0.2	-1.2	-1.3	0.7	1	-10	2	-3	-25
- NC(=O)C1(N2CCCCC2)CCN(C(=S)Nc2cccc(Cl)c2)CC1
  0.6	-0.2	-1.2	-0.3	-50	-14	13	8	16
- Cc1sc(-c2ccccn2)nc1OC(=O)c1ccc(F)cc1F
  -0.5	1.0	-2.4	4.3	-16	-3	3	-1	-16
- COc1cc2c(cc1OC)-c1cc(Nc3ccc(N(C)C)cc3)nc(=O)n1CC2
  -0.4	1.2	-1.1	-0.4	30	-5	-2	1	11
